PLK1 PBD inh: qHTS for Inhibitors of PLK1-PDB (polo-like kinase 1 - polo-box domain): Primary Screen | Plk1 PBD binding of FITC phosphopeptide, fluorescence polarization | Potency, µM, without a hit: max response, negative = inhibition, hits mostly inhibitors | hit rate 2.8% among 360,000 | AID 720504, 2013; also: potency is read from the fitted curve at half-maximal effect; series mostly up to about 57 µM; % is scaled to controls: 0 for no effect and ±100 for the full control effect; nearly all actives have a fitted effect of over 65% in size
Abeta rescue: qHTS for compounds that reverse cellular toxicity of Amyloid beta (A-beta) peptide in yeast: Primary Screen | yeast expressing A-beta42, growth rescue, OD600, 48 h; response scale: 0% DMSO, 100% iron-clioquinol control | Potency, µM (highest dose often 46.1 µM), without a hit: top-dose growth rescue, actives largely listed as activators | hit rate 0.063% among 410,000 | AID 1347071, 2019; also: potency is read from the fitted curve at half-maximal effect; nearly all actives have a fitted effect of over 55% in size
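Yeast A-beta toxicity model in growth medium with pinned compounds, 48 h at 30 C; growth read as absorbance at 600 nm. Normalized to FeCl3/clioquinol equimolar mix (positive) and DMSO (negative).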
EPAC1 ag: qHTS for Agonist of cAMP-regulated guanine nucleotide exchange factor 3 (EPAC1): primary screen. Potency, µM (highest dose often 154 µM), without a hit: at the highest dose activation, most hits filed as activators. hit rate 0.073% among 360,000. Rap guanine nucleotide exchange factor 3 (Homo sapiens), O95398. EPAC1 agonist qHTS, biochemical assay; response scale: 100% = response to 6.5 mM cAMP; also: potency is read from the fitted curve at half-maximal effect; nearly all actives have a fitted effect of over 60% in size
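Nucleotide exchange assay: 100 nM EPAC1 with 250 nM Rap1B loaded with BODIPY-GDP and 50 uM GDP, room temperature. Fluorescence (480/540 nm) read every 5 min for 30 min; signal change normalized to 6.5 mM cAMP as full agonist.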
WRN helicase inh: qHTS for Inhibitors of WRN Helicase. Bifunctional 3'-5' exonuclease/ATP-dependent helicase WRN (Homo sapiens), Q14191. WRN helicase unwinding, fluorescent forked duplex, kinetic. Potency, µM (doses to about 114 µM), for inactives: at the top dose activity change, negative = inhibition, actives largely listed as inhibitors. hit rate 0.46% among 360,000. AID 651768, 2012; also: potency is read from the fitted curve at half-maximal effect; % is scaled to controls: 0 for no effect and ±100 for the full control effect; nearly all actives have a fitted effect of over 55% in size
Target sequence (Q14191 whole entry, looked up): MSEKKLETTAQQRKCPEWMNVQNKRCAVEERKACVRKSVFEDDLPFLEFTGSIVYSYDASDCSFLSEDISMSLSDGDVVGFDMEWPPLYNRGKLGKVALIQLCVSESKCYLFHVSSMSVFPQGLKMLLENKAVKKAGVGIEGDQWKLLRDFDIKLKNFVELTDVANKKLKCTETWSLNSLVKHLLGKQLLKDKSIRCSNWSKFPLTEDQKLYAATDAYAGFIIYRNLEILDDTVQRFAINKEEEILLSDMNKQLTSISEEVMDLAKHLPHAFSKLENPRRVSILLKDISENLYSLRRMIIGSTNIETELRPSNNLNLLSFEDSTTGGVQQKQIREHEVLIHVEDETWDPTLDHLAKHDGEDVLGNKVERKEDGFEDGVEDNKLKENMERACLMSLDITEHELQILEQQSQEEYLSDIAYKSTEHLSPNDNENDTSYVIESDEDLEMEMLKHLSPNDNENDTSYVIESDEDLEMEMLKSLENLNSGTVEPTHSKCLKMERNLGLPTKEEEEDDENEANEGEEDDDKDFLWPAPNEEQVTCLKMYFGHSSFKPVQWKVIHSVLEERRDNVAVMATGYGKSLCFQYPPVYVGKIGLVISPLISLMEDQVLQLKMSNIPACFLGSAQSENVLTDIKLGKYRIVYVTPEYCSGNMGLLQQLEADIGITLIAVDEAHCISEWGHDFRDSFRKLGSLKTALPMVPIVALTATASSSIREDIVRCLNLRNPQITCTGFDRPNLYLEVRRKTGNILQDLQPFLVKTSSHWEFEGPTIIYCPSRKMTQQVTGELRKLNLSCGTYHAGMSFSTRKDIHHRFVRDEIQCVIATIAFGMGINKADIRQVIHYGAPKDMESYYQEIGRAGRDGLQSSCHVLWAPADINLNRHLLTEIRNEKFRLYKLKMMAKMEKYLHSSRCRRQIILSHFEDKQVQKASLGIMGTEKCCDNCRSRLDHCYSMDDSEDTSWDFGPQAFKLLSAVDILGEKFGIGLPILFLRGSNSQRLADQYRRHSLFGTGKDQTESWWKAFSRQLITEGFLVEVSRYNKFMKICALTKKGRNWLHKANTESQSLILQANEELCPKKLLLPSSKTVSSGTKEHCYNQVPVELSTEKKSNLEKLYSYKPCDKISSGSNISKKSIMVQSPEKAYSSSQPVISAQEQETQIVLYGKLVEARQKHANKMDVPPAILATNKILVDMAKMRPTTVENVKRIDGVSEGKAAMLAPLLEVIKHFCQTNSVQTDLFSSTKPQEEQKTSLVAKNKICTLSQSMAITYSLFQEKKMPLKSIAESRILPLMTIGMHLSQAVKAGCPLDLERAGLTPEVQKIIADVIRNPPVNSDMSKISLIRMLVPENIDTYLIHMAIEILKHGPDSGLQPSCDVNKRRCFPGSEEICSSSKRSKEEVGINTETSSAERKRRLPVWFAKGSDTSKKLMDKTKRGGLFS
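Enzyme (20 nM final) and test compound sit together 15 min at room temperature before substrate addition. Substrate is a single-forked duplex oligonucleotide (100 nM) labelled with fluorophore and quencher, with 2 mM ATP; helicase unwinding raises red fluorescence, read kinetically.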
PI5P4Ka inh: qHTS for Inhibitors of phosphatidylinositol 5-phosphate 4-kinase (PI5P4K); max response, %; PI5P4Kalpha enzyme, ADP-Glo luminescence, 60 min; stronger effect = lower value; AID 652105, 2013; hit rate 1.2% among 330,000; Phosphatidylinositol 5-phosphate 4-kinase type-2 alpha (Homo sapiens), P48426; active = max response of -50% or lower; inconclusive = between -30% and -50%; inactive = -30% or higher; also: value at the top dose of about 77 µM; % is scaled to controls: 0 for no effect and ±100 for the full control effect
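Compounds were pin-transferred onto PI5P4Kalpha and substrate in HEPES pH 7.4 buffer with EGTA, CHAPS and 5% DMSO. ATP (5 microM final) started the reaction, which ran 60 minutes at room temperature before ADP-Glo detection.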
IL2 activator: qHTS of IL-2 Activators | hit rate 0.065% among 360,000 | IL-2 activation reporter assay, cell-based qHTS; stimulated with anti-CD3/CD4/CD28 beads; in transgenic mouse T cells | activation, % (series mostly up to about 46 µM) | AID 652025, 2013; in the data active = activation above about 50%; inconclusive = mostly about 30% to 49%; also: 0% is about no effect
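Unstimulated transgenic mouse T cells; 60-min compound exposure; bead-based TCR/CD4/CD28 stimulation; 18 h culture, 37 degrees C; dual fluorescence (EGFP, DsRed) plate cytometry.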
EPAC1 antagonist: qHTS for Antagonist of cAMP-regulated guanine nucleotide exchange factor 3 (EPAC1): primary screen. Rap guanine nucleotide exchange factor 3 (Homo sapiens), O95398. EPAC1 GEF assay, Rap1b-BODIPY-GDP exchange fluorescence. Potency, µM (doses to about 115 µM), for the others: at the highest dose activity change, negative = inhibition, hits mostly inhibitors. hit rate 0.14% among 360,000. AID 720709, 2013;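 also: potency is read from the fitted curve at half-maximal effect; plate controls were vehicle for no effect and positive control for full effect; nearly all actives have a fitted effect of over 50% in size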
FUS suppressor: qHTS for Suppressors of FUS Proteinopathy: Primary screen using FUS-linked yeast assay. S. cerevisiae FUS-expressing, growth rescue, OD600, 24 h. Potency, µM (titrated, usually from 76.6 µM), without a hit: top-dose growth rescue (activation), usual class: activators. hit rate 0.24% among 390,000;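 also: potency is read from the fitted curve at half-maximal effect; plate controls were DMSO vehicle for no effect and reference control for full effect; nearly all actives have a fitted effect of over 55% in size; some results filed as inactive show a strong effect at the top dose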
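Yeast expressing FUS under galactose induction, OD 0.005 in 2% galactose medium; compounds in a dilution series, 24 h at 30C. Growth rescue by absorbance at 600 nm; CP55940 positive control, DMSO negative.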
Numbers without * were called inactive; ? = inconclusive; . = not tested or not shown; & = joins results of further samples; [ ] = dose if it differs, or a comment. Unless noted, calls follow the shape of the dose curve; as a rule, active = well fitted curve in the direction sought with a large enough effect; inconclusive = small, poorly fitted or top-dose-only effect, or another doubt; inactive = no such curve, though single readings can be large; an effect the other way counts as inactive or inconclusive.

#	smiles	PLK1 PBD inh	Abeta rescue	EPAC1 ag	WRN helicase inh	PI5P4Ka inh	IL2 activator	EPAC1 antagonist	FUS suppressor
1	CCOC(=O)c1sc(C(=O)OCC)c(OCCO)c1OCCO	4%	7%	6%	4%	.	0.0	5%	12%
2	CN(Cc1cnn(Cc2ccccc2)c1)C(=O)CN=C1NS(=O)(=O)c2ccccc21	-13%	-19%	7%	10%	1	-0.1	-4%	-10%
3	O=c1[nH]cnc2c1C(c1ccccc1)c1c(nc[nH]c1=O)O2	-2%	5%	8%	-10%	-20	-0.8	-7%	14%
4	Cc1ccc(S(=O)(=O)N(C)c2ccc(C(=O)Nc3cccc(C)n3)cc2)cc1	-7%	-7%	11%	-15%	4	-0.5	-4%	20%
5	COc1ccc2nc(Cl)c(/C=N/Nc3ccccn3)cc2c1	-3%	-10%	-1%	-33%	-4	-2.1	19%	0%
6	O=C(Nc1ccc2nc3n(c(=O)c2c1)CCCC3)c1cncc(Br)c1	-8%	3%	9%	-1%	0	-1.2	-26%	-1%
7	CCOC(=O)N1CCN(C(=O)c2ccc3c(=O)n(CC4CCCO4)c(=S)[nH]c3c2)CC1 (stereo unspecified)	0%	-6%	-7%	2%	0	-1.7	8%	10%
8	COC(=O)c1cc2ccccc2c(=O)s1	-2%	-13%	-5%	-3%	-1	-0.3	6%	-26%
9	Cc1c(Cl)cccc1NC(=O)CC1Oc2ccccc2NC1=O (stereo unspecified)	-5%	1%&-10%	2%	0%	3	-0.2	-11%	-3%&-5%
10	O=C(NCc1nnc(SCC(=O)N2CCCCCC2)o1)c1ccc(F)cc1	-12%	0%	-2%	-31%	2	0.9	8%	.
11	O=C(Nc1ccc(Cl)cc1)[C@@H]1[C@@H]2C(=O)N(c3ccc(Cl)cc3)C(=O)[C@@H]2[C@H]2C=CC=NN21	24µM*	-2%	-2%	-18%	?	-2.4	-12%	19%
12	CCCCCCOC(=O)C(C#N)c1nc2ccccc2nc1N1CCCCC1 (stereo unspecified)	-2%	-4%	112µM*	5%	.	13	95%[activator]	-9%
13	O=C(Cc1ccc(-n2c(=O)[nH]c3ccsc3c2=O)cc1)N1CCN(c2ccc(Cl)cc2)CC1	-11%	-20%	-10%	0%	-11	-6.0	?	26%
14	COCc1cc(N2CCOCC2)nc(SCc2ccc(Cl)cc2)n1	5%	10µM*	10%	-3%	2	-3.1	5%	20%
15	CNC(=O)C[C@H]1C(=O)N(CCc2ccccc2)C[C@@H]1c1ccc(OC)cc1	-12%	4%	-4%	1%	-7	-1.0	-18%	-12%
16	CCOC(=O)C1CCN(C(=O)C2CCCN2S(=O)(=O)c2ccc(Cl)cc2)CC1 (stereo unspecified)	-4%	0%	-2%	-31%	-8	-3.0	-5%	.
17	COC(=O)c1c(C)[nH]c(C(=O)OC(C)C(=O)N(C)C2CCCCC2)c1C (stereo unspecified)	0%	10%	3%	2%	1	-2.8	5%	4%
18	COc1ccc(/C(C)=N/NC(=O)CNC(=O)/C=C\c2ccccc2OC)c(OC)c1	6%	-2%	-6%	-1%	0	0.0	-5%	-20%
19	O=S(=O)(c1ccc(NC(=S)NC2CCCC2)cc1)N1CCCC1	15µM*	-6%	7%	1%	?	0.9	1%	14%
20	O=C(CN1CCCCCCC1)Nc1ccc(Cl)cc1Cl	-8%	2%	-2%	-5%	14	-0.9	2%	0%
21	CCOc1ccc(NC(=O)c2ccc(C#CC(C)(C)O)cc2)cc1	-3%	9%	-8%	8%	.	-2.5	22%	16%
22	NC(=O)CSCc1ccc(Br)cc1	-8%	4%	5%	3%	.	-1.8	13%	-7%
23	COc1cc2nc(CN(CCC(C)C)Cc3nc4cc(OC)c(OC)cc4c(=O)[nH]3)[nH]c(=O)c2cc1OC	-9%	14%	4%	-12%	0	-0.2	-11%	-33%
24	O=C(NCc1nnnn1-c1ccc(Cl)cc1)C(=O)c1c[nH]c2ccccc12	-12%	-4%	6%	0%	5	0.2	-1%	-1%
25	COc1cc(/C=N/NC(=O)c2ccncc2)ccc1OCC(=O)Nc1cccc([N+](=O)[O-])c1	-8%	3%	-1%	?	8	1.3	-18%	30%
26	COc1ccc2c(c1)C(c1ccc(C)o1)=NNC(c1ccccc1)=N2	-11%	2%	9%	-3%	1	-3.4	-6%	18%
27	O=C(Nc1nc(-c2ccccc2)cs1)c1ccc2c(c1)S(=O)(=O)c1ccccc1C2=O	-2%	-14%	4%	-17%	-4	-5.5	3%	.
28	COC(CNC(=O)C1CCC(CNS(=O)(=O)c2c(C)cc(C)cc2C)CC1)OC (stereo unspecified)	-10%	2%	5%	-6%	-10	5.3	1%	-5%
29	COCc1cccc(-c2csc(C(C)(O)c3cccc(OC)c3)n2)c1 (stereo unspecified)	-6%	-19%	1%	-7%	13	-0.3	-20%	16%
30	COc1ccc(Cn2c(=O)oc3ccccc32)cc1F	7%	0%	-6%	-1%	0	-0.8	-2%	6%
31	Cc1ccc(O)c(NC(=O)CSc2ccc(Cl)cc2)c1	-7%	3%	-16%	-2%	5	-0.1	-12%	-4%
32	O=c1cc(C(F)(F)F)c2sc(N3CCCCC3)nc2[nH]1	-3%	-5%	-8%	-5%	-3	-0.5	-4%	7%
33	CC(=O)NCCC(=O)Nc1cc(S(=O)(=O)N2CCOCC2)ccc1Oc1ccc(F)cc1	-1%	-6%	12%	-11%	-1	0.6	-2%	9%
34	CC1=C(C(=O)Nc2ccccc2)C(c2ccc(C(C)C)cc2)N2C(=O)CSC2=N1 (stereo unspecified)	0%	8%	5%	-5%	.	4.3	5%	-1%
35	CS(=O)(=O)c1ccc(Nc2nc(C(N)COCc3ccccc3)cs2)cc1 (stereo unspecified)	-13%	0%	5%	-6%[57.1 µM]	6	1.1	-25%	-4%
36	O=C(Cn1cnc2ccccc21)N/N=C/c1ccco1	-14%	-11%	11%	9%	2	0.7	-19%	-3%
37	C=CCn1c(-c2ccc(Cl)cc2)c[nH]c1=S	-6%	24%	8%	-5%	.	-1.5	1%	9%
38	CCOC(=O)C1(CCCc2ccccc2)CCN(C(=O)COC)CC1	1%	13%	-1%	-1%	0	-0.4	-4%	-14%
39	CCC(CC)c1nnc(NC(=O)CSCc2c(C)noc2C)s1	-9%	-2%	-7%	-10%	8	1.2	?	12%
40	Cc1ccc(S(=O)ONc2cccc(NOS(=O)c3ccc(C)cc3)c2)cc1 (stereo unspecified)	-7%	-20%	9%	-3%	-8	-3.7	-30%	18%
41	O=C(CCc1ccccc1)n1nc(-c2ccco2)nc1SCc1ccccc1	-6%	33%	1%	-17%	-11	-1.0	?	-18%
42	Cc1ccsc1C1C2=C(CCCC2=O)Nc2ncnn21 (stereo unspecified)	-9%	-7%	14%	0%	-3	-1.8	-14%	13%
43	CCCNC(=O)CN1C(=O)NC(c2ccccc2)(c2ccccc2)C1=O	-1%	-13%	0%	-5%	4	-1.1	1%	-10%
44	CCCC12CN3CCN(CC(C3)/C1=N\NC(=O)c1ccc(C(C)(C)C)cc1)C2	-4%	-11%	-10%	6%	5	-0.6	-1%	.
45	C#CC1(NC(=S)Nc2cccc(OC)c2)CCCCC1	0%	15%	-8%	-3%	1	0.3	-6%	3%
46	CC(=O)c1sc(NC(=O)COc2ccc([N+](=O)[O-])cc2)nc1C	-18%	2%	3%	-10%	-28	1.6	-16%	21%
47	CC(=O)c1cc(-c2ccccc2)n(CC(=O)Nc2cccc(C)c2C)c1C	-2%	0%	-1%	-4%	6	-0.6	-15%	.
48	Cc1ccc(OCCOC(=O)CCc2nc3ccccc3c(=O)[nH]2)cc1	-16%	-3%	12%	-1%	-2	1.6	-4%	-13%
49	O=C1CCCc2nn(-c3ccccc3)c(-c3ccncc3)c21	0%	5%	-3%	2%	-1	0.0	-8%	0%
50	CCCCn1c(SCc2nc3ccccc3s2)nc2cc(S(N)(=O)=O)ccc21	-1%	2%	21%	-9%	.	-2.5	-11%	22µM*
51	CCOC(=O)c1sc2ncn(CC(=O)Nc3cc(C)on3)c(=O)c2c1C	-6%	5%	4%	2%	-14	0.0	-3%	-16%
52	Clc1ccc(CN(Cc2ccc(Cl)cc2)c2nn[nH]n2)cc1	-26%	5%	-2%	-3%	-3	-1.5	-14%	43%
53	Cc1nnc(SCC(=O)Nc2nc3c(s2)CC(C)CC3)s1 (stereo unspecified)	-4%	6%	-6%	8%	-2	-0.3	2%	-9%
54	CC(=O)N1CCN(S(=O)(=O)c2cccc(C(=O)NNC(=O)COc3c(C)cccc3C)c2)CC1	-3%	5%	-7%	-25%	-2	1.9	-9%	1%
55	Cc1ccc(S(=O)(=O)N2CCCN(C)CC2)cc1	-13%	-5%	4%	-2%	-2	0.3	-3%	-12%
56	C=CCNC(=O)NC(=O)COC(=O)CNS(=O)(=O)c1ccc(F)c(F)c1F	-12%	0%	5%	5%	1	-3.4	6%	-23%

The results go on.
#	smiles	PLK1 PBD inh	Abeta rescue	EPAC1 ag	WRN helicase inh	PI5P4Ka inh	IL2 activator	EPAC1 antagonist	FUS suppressor
57	COc1ccccc1C(=O)Oc1cc(C)[nH]c(=O)c1[N+](=O)[O-]	?	-16%	-7%	0%	-16	-1.0	?	14%
58	CC(Sc1nc2ccccc2c(=O)n1CCCN1CCOCC1)C(=O)N1CCc2ccccc21 (stereo unspecified)	-3%	5%	2%	-14%	16	-1.5	-10%	-3%
59	Cc1cc(NS(=O)(=O)c2cccc([N+](=O)[O-])c2)no1	-7%	20%	13%	0%	-2	-3.0	1%	-5%
60	Cc1ccc2cccc(SCC(=O)NCC#N)c2n1	-7%	9%	1%	-8%	3	-4.4	-7%	.

Source: PubChem BioAssay
